aGal spleen mod – inhibits or activates alpha-galactosidase in human spleen homogenate | Potency, µM (doses to about 80 µM), without a hit: top-dose activity change, negative = inhibition, hits mostly inhibitors | hit rate 0.008% among 240,000 | AID 2107 | human spleen homogenate, 4MU-alpha-Gal fluorescence, 40 min | P06280;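 note: potency is the fitted concentration of half-maximal effect; 0% = enzyme with vehicle and -100% = no enzyme basal signal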
Target sequence (P06280 32-429 limits assumed): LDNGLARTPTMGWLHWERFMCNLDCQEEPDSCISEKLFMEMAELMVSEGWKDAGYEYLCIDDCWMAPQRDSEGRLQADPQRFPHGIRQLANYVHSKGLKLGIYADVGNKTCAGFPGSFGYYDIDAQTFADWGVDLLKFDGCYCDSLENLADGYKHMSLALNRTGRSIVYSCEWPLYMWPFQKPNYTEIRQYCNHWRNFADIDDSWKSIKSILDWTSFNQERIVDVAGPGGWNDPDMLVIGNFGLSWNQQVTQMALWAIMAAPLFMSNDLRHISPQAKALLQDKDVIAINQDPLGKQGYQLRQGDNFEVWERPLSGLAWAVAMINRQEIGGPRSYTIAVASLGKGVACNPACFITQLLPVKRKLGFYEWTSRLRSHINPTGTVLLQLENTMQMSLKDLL
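Fluorogenic readout (Ex 365/Em 440 nm) of 4-methylumbelliferone released from 1 mM 4-MU-alpha-galactoside by spleen homogenate, 40 min at 37C, pH 5.0. Data normalized to no-enzyme and enzyme controls; Hill-equation AC50 from compound titrations.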
NPSR antag – antagonists of human neuropeptide S receptor cAMP signaling. Potency, µM (titrated, usually from 38.3 µM), without a hit: top-dose activity change, negative = inhibition, actives largely listed as inhibitors. CHO-NPSR cells, cAMP TR-FRET, antagonist mode. AID 1461. hit rate 1% among 220,000. Q6W5P4; note: potency is the fitted concentration of half-maximal effect; % is set by controls: 0 for no effect and ±100 for the full control effect; nearly all actives have a fitted effect of over 50% in size; many of its hits are not listed in these tables
IMPase Li cell – membrane-permeable IMPase blocker, potentiated with lithium | CHO-M1 cells, IP1 TR-FRET (IP-One), carbachol + lithium | Potency, µM (highest dose often 59.4 µM), for the others: at the highest dose activity, negative = IMPase inhibition, usual class: inhibitors | hit rate 0.35% among 210,000 | AID 1457;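 note: IP1 builds up when IMPase is blocked and the TR-FRET signal falls; potency is the fitted concentration of half-maximal effect; plate controls were basal vehicle for no effect and high inhibitor control for full effect; nearly all actives have a fitted effect of over 50% in size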
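CHO-M1, 2000 cells/well, 16–30 h culture; cpd + low Li+, 30 min 37C; lysis with d2-IP1/Eu-anti-IP1 Ab, 10 min RT; TR-FRET 665/620 ratio and 620 channel; AC50 via Hill.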
Epigenetic derep – epigenetic control regulation, reporter derepression; hit rate 0.2% among 280,000; murine LDR cells, GFP reporter derepression, 30 h; Potency, µM (doses to about 53.9 µM), without a hit: at the top dose GFP activation, most hits filed as activators; note: potency is the fitted concentration of half-maximal effect; % of control where 0% means no effect; nearly all actives have a fitted effect of over 60% in size
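In this reporter-derepression format, murine cells bearing a silenced integrated CMV-GFP locus incubate with test compound (30 h, 37 C), then are washed and imaged; fluorescent objects of 20–120 um count as induced cells.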
Lamin A splicing – modulators of lamin A splicing. AID 1487. Potency, µM (doses to about 46.1 µM), without a hit: at the top dose ratio change, negative = inhibition, actives largely listed as inhibitors. HeLa LMNA splicing GFP/RFP minigene ratio, 48 h. hit rate 0.01% among 200,000; active = well fitted inhibition curve with a large enough effect in the signal ratio, with a control signal flat, not every such curve was filed as active; inconclusive = small, poorly fitted or top-dose-only effect, or effect the other way, or a change in a side signal; the % refers to the signal ratio; note: potency is the fitted concentration of half-maximal effect; % is set by controls: 0 for no effect and ±100 for the full control effect
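Read-out is the ratio of GFP to DsRed2 object intensity, acquired by 488 nm laser-scanning cytometry on HeLa lamin A-EGFP minigene reporter cells. Compound incubation 48 hrs at 37 °C in Opti-MEM with 2% FBS; DMSO 0.5% final.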
KinaseGlo FLuc – Kinase-Glo luciferase inhibition (counter-screen); Q27757; Kinase-Glo luciferase, ATP luminescence, 8 min; Potency, µM (titrated, usually from 38.3 µM), inactives show at the highest dose activity change, negative = inhibition, most hits filed as inhibitors; hit rate 0.28% among 200,000; note: potency is the fitted concentration of half-maximal effect; % is set by controls: 0 for no effect and ±100 for the full control effect; nearly all actives have a fitted effect of over 60% in size
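Compound is pinned into ATP-containing buffer (10 uM ATP, imidazole pH 7.2, 7 mM MgCl2). Kinase-Glo luciferase reagent is then added. Light output is recorded following an 8-min room-temperature incubation.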
CBFb RUNX1 block – inhibitors of human CBF-beta and RUNX1 interaction. AID 1477. AlphaScreen CBFb-His/RUNX1-biotin binding, biochemical. 230,000 tested, under 10 active. Potency, µM (top dose mostly 59.8 µM), for inactives: top-dose activity, negative = inhibition, usual class: inhibitors; note: % of control where 0% means no effect
Target sequence (Q01196 whole entry, looked up): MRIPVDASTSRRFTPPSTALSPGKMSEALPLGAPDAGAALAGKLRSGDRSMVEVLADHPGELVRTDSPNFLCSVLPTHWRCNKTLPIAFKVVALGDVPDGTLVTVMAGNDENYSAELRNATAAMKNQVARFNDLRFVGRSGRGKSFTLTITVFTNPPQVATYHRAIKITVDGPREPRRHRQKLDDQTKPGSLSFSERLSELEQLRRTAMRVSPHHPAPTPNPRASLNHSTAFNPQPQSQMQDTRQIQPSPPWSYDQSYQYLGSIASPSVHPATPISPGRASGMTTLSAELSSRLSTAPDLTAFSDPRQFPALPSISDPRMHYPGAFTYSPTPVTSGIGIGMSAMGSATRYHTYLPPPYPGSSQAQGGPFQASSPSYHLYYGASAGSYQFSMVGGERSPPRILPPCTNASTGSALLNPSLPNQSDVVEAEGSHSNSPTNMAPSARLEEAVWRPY
Target sequence (Q13951 whole entry, looked up): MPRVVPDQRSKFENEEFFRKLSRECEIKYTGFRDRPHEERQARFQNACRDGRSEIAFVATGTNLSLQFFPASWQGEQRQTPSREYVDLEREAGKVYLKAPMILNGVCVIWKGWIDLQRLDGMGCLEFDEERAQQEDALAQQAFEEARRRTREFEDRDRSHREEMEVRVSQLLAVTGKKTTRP
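AlphaScreen binding: CBFb-His and RUNX1-biotin (30 nM each) preincubated 20 min, compound added for 15 min, then nickel and streptavidin beads for 90 min, all at room temperature. Disruption of the interaction by any mechanism counts as activity.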
* hit, by the source's call; ? = inconclusive; / = no result given; [ ] = dose if it differs, or a comment. Unless noted, calls come from the whole dose curve; as a rule, active = well fitted curve in the direction sought with a large enough effect; inconclusive = small, poorly fitted or top-dose-only effect, or another doubt; inactive = no such curve, though single readings can be large; an effect the other way counts as inactive or inconclusive. Only part of the results is shown. The share of hits here may be higher or lower than overall.

SMILES | aGal spleen mod | NPSR antag | IMPase Li cell | Epigenetic derep | Lamin A splicing | KinaseGlo FLuc | CBFb RUNX1 block
CC1=C(C(=O)O)N2C(=O)C(NC(=O)c3nn(C)c(C)c3Cl)C2SC1 (centres undefined) | 1% | 6% | 6% | -7.2% | 16%[46 µM] | 1% | 3%
COc1ccc(CNC(=O)C2CC(c3cccc([N+](=O)[O-])c3)=NO2)cc1 (centres undefined) | -4% | -2%[46.1 µM] | -9%[38.3 µM] | -2.0% | -7% | -2% | 2%
CC(C)NS(=O)(=O)c1ccc(CCC(=O)N2CCOCC2)cc1 | 1% | 15%[46.1 µM] | 14%[38.3 µM] | -1.0% | 1% | -6% | 3%
Cc1ccc(C)c(NC2=CC(=O)CC(C)(C)C2)c1C#N | -1% | -26%[46.1 µM] | 3%[38.3 µM] | -2.7% | ? | -3% | 8%
CCOc1ccc(NC(=O)Nc2cc(-c3ccccc3)sc2C(=O)OC)cc1 | 5% | -13%[46.1 µM] | 11% | -1.1% | -16% | 0% | -1%
Cc1c(Cl)cccc1NC(=S)NC1CC1 | -3% | 2% | -9% | 0.0% | 10% | 0% | 12%
CC1(C)Cc2c(sc3nc(-c4ccccc4)oc(=O)c23)CO1 | -4% | 12% | 3% | -1.0% | -13% | -2% | 2%
Clc1ccccc1Cn1nnc(-c2cccs2)n1 | -5% | -8%[46.1 µM] | 11%[38.3 µM] | -2.1% | 4% | 1% | 20%
O=C(NNc1ncnc2c1cnn2-c1ccccc1)c1cccs1 | 5% | 4% | -6% | -2.7% | / | 1% | -3%
c1csc(-c2ccnc3ncnn23)c1 | ? | 11% | -2% | 5.9% | -7% | 0% | 5%
CN(C)CCC1c2ccc(Cl)cc2CCc2cccnc21 (centres undefined) (tested in a mixture with another compound) | 5% | -11% | / | -1.3% | / | / | -6%
O=C(Nc1nc2ccccc2[nH]1)C1CCCO1 (centres undefined) | -7% | -1%[46.1 µM] | -6%[38.3 µM] | 0.0% | 1% | -13% | 1%
Cc1ccc(CC(=O)OCC(=O)NC2CCCC(C)C2C)cc1C (centres undefined) | 5% | -3%[46.1 µM] | -12%[38.3 µM] | -0.9% | 9%[0.0737 µM] | 2% | 5%
O=C(Cn1cc(C(=O)C2CC2)c2ccccc21)NCc1ccccc1 | 4% | -30% | 4% | -1.0% | -3% | 3% | 1%
O=C(OCc1nc2ccccc2[nH]1)C1CCCCC1 | -5% | 7% | 7% | -1.3% | -4% | -5% | 5%
COc1ccc(NC(=O)C2CC(c3cc(OC)c(OC)c(OC)c3)=NO2)cc1OC (centres undefined) | 5% | -7%[46.1 µM] | 16%[38.3 µM] | -1.0% | 8% | -6% | -9%
CCc1nnc(SCC(=O)NC2CCCCC2)nc1CC | 3% | -10%[46.1 µM] | 9%[38.3 µM] | -1.7% | 13% | -2% | 8%
CCOC(=O)COc1ccc(C(=O)NC2CCCCC2)cc1 | 5% | -8%[46.1 µM] | 28%[38.3 µM] | 0.0% | -4% | -11% | 9%
O=C(CCC1CCCN(C(=O)CC2=CCCCC2)C1)N1CCN(c2ccccn2)CC1 (centres undefined) | 1% | 5% | 15% | 5.7% | 15%[46 µM] | -4% | 0%
CC1CCc2c(sc(NC(=S)NC(=O)c3ccccc3)c2C#N)C1 (centres undefined) | 10% | 14% | / | 1.1% | / | / | -2%
COc1ccc(NC(=S)N2CCC(N(C)CCN3CCOCC3)CC2)cc1 | -7% | 9% | 12% | -0.9% | -12% | 0% | 3%
COc1ccc(OC)c(/C=C/C(=O)OCC(=O)Nc2ccc(Cl)c(S(=O)(=O)N(C)C)c2)c1 | 3% | -23% | -5% | -0.1% | -11%[46 µM] | 2% | 22%
COc1ccccc1/C=C/C(=O)OCC(=O)Nc1c(F)cccc1F | -6% | 8% | -1% | -1.5% | ? | 0% | -2%
CCCC(=O)Nc1c2c(nn1-c1ccc(C)cc1C)CSC2 | 3% | -29%[46.1 µM] | 9%[38.3 µM] | -1.2% | -1% | 0% | 0%
CC(C)CNC(=O)CCc1nc(-c2ccccc2)no1 | -1% | -11% | / | -2.4% | / | / | 6%
CCC(=O)NC(=S)Nc1ccc(NC(=O)c2ccc([N+](=O)[O-])cc2Cl)cc1 | 7% | -6% | 14% | -1.0% | -10% | -1% | -2%
CSc1nc(Oc2ccc(=O)[nH]n2)nc(N(C)C)n1 | -1% | 2%[46.1 µM] | 10%[38.3 µM] | 0.0% | 4% | -2% | -2%
O=[N+]([O-])c1cc(S(=O)(=O)Nc2cccc(Cl)c2)ccc1N/N=C/c1ccc(N2CCOCC2)cc1 | -5% | -16% | / | 2.2% | / | / | -25%
COc1ccc(N(CC(=O)NC(C)(C)C)C(=O)c2ccco2)cc1 | 6% | 4%[46.1 µM] | -4%[38.3 µM] | 0.9% | 6% | 2% | 8%
Cc1nccc(-c2ccc(-n3cnc4ccccc43)cc2)n1 | 11% | -13%[46.1 µM] | 1%[38.3 µM] | 0.0% | 0% | -2% | -1%
COc1cc(OC)cc(-c2nc(-c3ccccc3)no2)c1 | 12% | -28%[46.1 µM] | 27%[38.3 µM] | -1.0% | 0% | 3% | 4%
Cn1c(=O)c2c(nc(OCC3COC(C)(C)O3)n2Cc2ccccc2F)n(C)c1=O (centres undefined) | 5% | -14%[46.1 µM] | 7%[38.3 µM] | 0.0% | 7% | -4% | 7%
C/C(N)=C(/C#N)C(=O)CSc1ncnc2ccccc12 | 5% | -1%[46.1 µM] | -11%[38.3 µM] | -0.1% | -19% | 1% | 0%
CCC(C)NC(=O)CCCCCn1c(=O)[nH]c2cc(OC)c(OC)cc2c1=O (centres undefined) | 27% | -3%[46.1 µM] | 0%[38.3 µM] | -1.0% | 12% | 1% | 3%
NCC(O)COCCC12CC3CC(CC(C3)C1)C2 (centres undefined) | -8% | 18%[46.1 µM] | 0%[38.3 µM] | -1.0% | -1% | 0% | 10%
COc1ccc(Cl)cc1N(C)C(=O)CCNC(=O)Cn1cnc2ccccc2c1=O | 0% | -12%[46.1 µM] | -5%[38.3 µM] | -4.3% | ? | -2% | -3%
O=C(Nc1cccc(S(=O)(=O)Nc2ccc(Cl)cc2)c1)c1ccc(Cl)nc1 | 1% | ? | / | -0.9% | ? | / | 3%
C/C(=N/N=C1\SCC(=O)N1c1ccccc1)c1ccc(C)cc1 | 0% | -16% | / | -4.5% | / | / | 8%
NS(=O)(=O)c1cccc(NC(=O)c2cccnc2Oc2ccccc2)c1 | -1% | 20% | / | 0.0% | / | / | 2%
Cc1cc(-c2ccccc2)nc2cc(C(=O)NCCCn3ccnc3)nn12 | 13% | -21%[46.1 µM] | 10% | -0.8% | -12% | 1% | -16%
COc1ccccc1OCCn1cc(/C=N/NC(N)=S)c2ccccc21 | -3% | 1% | 0% | 6.2% | / | 2% | -21%
NS(=O)(=O)c1ccc(NC(=S)N2CCN(c3ccc(Cl)c(Cl)c3)CC2)cc1 | -14% | 14% | 3% | 3.4% | ? | -1% | 2%
COc1ccc2c(c1)CCc1c(C(=O)N3CCCCCC3)noc1-2 | 0% | -20%[46.1 µM] | 1%[38.3 µM] | -1.0% | -1% | -1% | 16%
CCC(CO)[n+]1c(C)cc(/C=C2\Sc3ccccc3N2Cc2ccccc2)cc1C (centres undefined) | -14% | -47% | 14% | ? | ? | 0% | 8%
COCCSc1ccccc1C(=O)NCc1ccco1 | 3% | -22%[46.1 µM] | 30%[38.3 µM] | 0.0% | -1% | 2% | -4%
Cc1cc(C)c(NC(=O)CN2CCN3CCCC3C2)c(C)c1 (centres undefined) | 5% | -6%[46.1 µM] | 12%[38.3 µM] | -1.6% | -4% | 1% | -1%
CCC(=O)Nc1c(C)c(CC)nc2ccccc12 | -1% | -14%[46.1 µM] | -3% | -0.9% | 0% | 3% | 3%
CCOC(=O)N1CCN(C(=O)/C(=C/c2ccc(Br)cc2)NC(=O)c2ccc(OC)cc2)CC1 | 0% | -3% | 0% | -1.8% | -3% | -1% | 9%

Full records from above:
Record of `Cc1cc(-c2ccccc2)nc2cc(C(=O)NCCCn3ccnc3)nn12` : aGal spleen mod: 13%; NPSR antag: -21%[46.1 µM]; IMPase Li cell: 10%; Epigenetic derep: -0.8%; Lamin A splicing: -12%; KinaseGlo FLuc: 1%; CBFb RUNX1 block: -16%
Record of `NS(=O)(=O)c1ccc(NC(=S)N2CCN(c3ccc(Cl)c(Cl)c3)CC2)cc1` : aGal spleen mod: -14%; NPSR antag: 14%; IMPase Li cell: 3%; Epigenetic derep: 3.4%; Lamin A splicing: ?; KinaseGlo FLuc: -1%; CBFb RUNX1 block: 2%

Next part
SMILES | aGal spleen mod | NPSR antag | IMPase Li cell | Epigenetic derep | Lamin A splicing | KinaseGlo FLuc | CBFb RUNX1 block
COc1ccc(N(CC(=O)Nc2cc(C(=O)O)ccc2C)S(=O)(=O)c2c(C)noc2C)cc1 | 0% | -4%[46.1 µM] | -6%[38.3 µM] | 5.5% | 5%[0.0737 µM] | 2% | 4%
Cc1cc2nc(-c3ccc(SCc4ccc(C#N)cc4)nc3)[nH]c2cc1C | 4% | -27%[46.1 µM] | 0%[38.3 µM] | 1.2% | 21% | -1% | -4%
O=[N+]([O-])c1ccc(NC(=S)N2CCc3ccccc3C2)cc1 | 6% | -42% | 11% | 0.0% | ? | 2% | -13%
CCC(=O)n1nc(-c2ccc(Cl)cc2)nc1SC | 4% | 14%[46.1 µM] | -7% | 0.0% | -5% | -3% | 8%
CC(C)N1CCN(Cc2cccc(-n3cccn3)c2)CC1CCO (centres undefined) | -6% | -17% | 6% | -1.0% | ? | -2% | 9%
Cc1cccc(Oc2ccc(S(=O)(=O)N3CCCCC3)cc2N)c1 | 2% | -8% | 9% | -0.3% | ? | -1% | 13%
N#Cc1c(NC(=O)CCC(=O)O)sc2c1CCCC2 | -5% | -9%[46.1 µM] | 16%[38.3 µM] | -1.9% | 6% | 0% | 6%
Cc1cc(-c2nc(C)c(C(=O)NNS(=O)(=O)c3ccc(Cl)cc3Cl)s2)no1 | 4% | 21% | / | -1.1% | 9%[46 µM] | / | 9%
CCC1=NN(C(=O)c2cccnc2)C(O)(C(F)(F)F)C1 (centres undefined) | 3% | 15% | 0% | 3.5% | 6% | 1% | 6%
COc1ccc([N+](=O)[O-])cc1N(CC(O)CN(CC(C)C)CC(C)C)S(=O)(=O)c1ccccc1 (centres undefined) | 4% | ? | 38%[activator][38.3 µM] | 1.5% | -5% | 2% | -1%
CCOC(=O)CNC(=O)CN1CCCN(S(=O)(=O)c2ccc(Br)s2)CC1 | 21% | -21%[46.1 µM] | 3%[38.3 µM] | 0.2% | -1% | -4% | 1%

Screening data as filed in PubChem BioAssay.
